SR-BI DiI inh: inhibitors of mouse SR-BI mediated HDL lipid uptake; AID 488896; inhibition, % at 12.5 µM; ldlA[mSR-BI] CHO cells, DiI-HDL uptake fluorescence, 3 h; 0.96% of 320,000 active; Q61009;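 active means mean replicate inhibition of at least 70% and a set share of replicates each scoring 70 or more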;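 further: 0% = median of neutral control wells and 100% = median of positive control wells; values of inactives mirror those of a sister screen read the other way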
Pemphigus Ab inh: human desmoglein-3 autoantibody binding inhibition; 0.48% of 310,000 active; P32926; binding (percent of control), % at 10 µM; DSG3-coupled beads, scFv-anti-DSG3-GFP binding, flow cytometry; hits give low values;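 active means binding more than 3 SD below its plate's average and above zero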;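 further: hits lower antibody fragment binding to DSG3; some compounds called inactive have numbers as strong as hits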
PKA-R2B act: activates the human PKA-R2B holoenzyme complex | P22694+P31323 | PKA-R2B holoenzyme dissociation, Cy5-IP20 fluorescence polarization; R2B truncated from residue 108, S112A mutant; 0% DMSO only, 100% 113 µM cGMP | activation, % at 11.4 µM | 0.079% of 340,000 active;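 active means activation above a cutoff set at the mean over all compounds plus 3 SD, cut at about 18% in these data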;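 further: higher means more holoenzyme dissociation and a rise in polarization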
Target sequence (P31323 whole entry, looked up, other chains not shown, the tested form may be a part): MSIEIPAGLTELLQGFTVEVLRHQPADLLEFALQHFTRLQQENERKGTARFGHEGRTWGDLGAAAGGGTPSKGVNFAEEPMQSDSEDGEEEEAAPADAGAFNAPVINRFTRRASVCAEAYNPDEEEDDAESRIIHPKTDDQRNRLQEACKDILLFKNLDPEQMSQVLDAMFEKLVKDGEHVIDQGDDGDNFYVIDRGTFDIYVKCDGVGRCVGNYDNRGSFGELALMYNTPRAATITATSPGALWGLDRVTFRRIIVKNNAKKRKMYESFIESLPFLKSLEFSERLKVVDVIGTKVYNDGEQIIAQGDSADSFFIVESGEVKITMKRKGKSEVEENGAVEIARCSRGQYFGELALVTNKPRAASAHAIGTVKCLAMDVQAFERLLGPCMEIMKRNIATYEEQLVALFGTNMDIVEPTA
NSD2 HMT inh: inhibitors of human histone methyltransferase NSD2 | 0.54% of 310,000 active | O96028 | inhibition, % at 12.5 µM | NSD2 peptide methylation, AlphaScreen, 120 min; in the data active means inhibition above about 50%
Arrestin-AP2 inh: human beta-arrestin and AP2 interaction inhibition; FITC-arrestin peptide / GST-AP2 beads, flow cytometry; AP2 beta2 appendage carries R879A mutation; inhibition, % at 10 µM; 0.31% of 340,000 active;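 active means inhibition above a set limit, near 3 SD of compounds lacking own fluorescence, cut at about 54% in these data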;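 further: plate controls were DMSO wells for no effect and 5 µM unlabelled arrestin peptide for full effect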
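Test system: GST-tagged AP2 beta2-adaptin appendage (R879A) on 4 µm glutathione beads; also added: fluorescein-tagged arrestin peptide at 50 nM final; timing: 12 min plus 1 h, RT; signal: flow cytometry, FL1 (488/535 nm); read-out: percent drop in bead-associated FITC signal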
Mot1-301 SUMO: blocks SUMOylation pathway, rescuing yeast Mot1-301 growth | growth rescue, % at 18.8 µM | 1% of 320,000 active | S. cerevisiae Mot1-301 growth rescue, ATP luminescence, 38.5C; percent above DMSO median, 100 means doubled;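 active means every valid replicate shows activation above 250% relative to neutral control wells; inactive means the rest, any valid replicate at or below 250%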;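 further: OY570 slx delta 5 strain wells were the positive control but not used for scaling; some compounds called inactive have numbers as strong as hits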
MITF act: increases MITF-driven TRPM1 promoter luciferase signal. SK-MEL-5 TRPM1-promoter luciferase, 24 h; % of positive control, neutral wells = 0. activation, % at 12.5 µM. 0.75% of 300,000 active;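 active means mean activation of at least 80% with every replicate also reaching 80%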;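 further: 0% = neutral control wells and 100% = parthenolide positive control wells; values of inactives mirror those of a sister screen read the other way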
SR-BI uptake up: enhances SR-BI lipid uptake from DiI-HDL; CHO ldlA[mSR-BI] cells, DiI-HDL uptake fluorescence, 3 h; 100 = double the neutral-control signal; activation, % at 12.5 µM; 0.096% of 320,000 active;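 active means mean replicate activation of at least 60% and every replicate at or above 60%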;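 further: 0% = median plate neutral-control signal and 100% = twice that signal; values of inactives mirror those of a sister screen read the other way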
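Material: SR-BI-overexpressing, LDLR-lacking CHO cells | Dosing: Single compound concentration, delivered by pin transfer | Probe or stimulus: Labelled HDL, 10 µg/mL | Signal: Bottom-read cell fluorescence after medium removal, ex 550/em 595 nm | Schedule: 3 h, 37 °C | Evaluation: HDL uptake via cellular fluorescence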
CDK5 inh: blocks human CDK5/p35 kinase activity; AID 488839; inhibition, % at 10 µM; Q00535+Q15078; Recombinant CDK5/p35, ADP-Glo luminescence, 60 min; 0.01% of 330,000 active;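 active means highest replicate inhibition of at least 50% and at least 75% of replicates reaching 50%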;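 further: plate controls were DMSO neutral control for no effect and GW8510 at 10 µM for full effect; many of its hits are not listed in these tables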
Target sequence (Q00535 whole entry, looked up): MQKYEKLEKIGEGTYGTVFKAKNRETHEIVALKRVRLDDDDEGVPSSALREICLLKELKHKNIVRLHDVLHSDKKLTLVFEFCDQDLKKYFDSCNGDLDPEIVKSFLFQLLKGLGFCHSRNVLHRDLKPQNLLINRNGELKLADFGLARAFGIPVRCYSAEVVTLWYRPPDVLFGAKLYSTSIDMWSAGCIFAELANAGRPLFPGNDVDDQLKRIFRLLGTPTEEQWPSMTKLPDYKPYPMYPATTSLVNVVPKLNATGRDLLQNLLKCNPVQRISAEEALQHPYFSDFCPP
Target sequence (Q15078 whole entry, looked up): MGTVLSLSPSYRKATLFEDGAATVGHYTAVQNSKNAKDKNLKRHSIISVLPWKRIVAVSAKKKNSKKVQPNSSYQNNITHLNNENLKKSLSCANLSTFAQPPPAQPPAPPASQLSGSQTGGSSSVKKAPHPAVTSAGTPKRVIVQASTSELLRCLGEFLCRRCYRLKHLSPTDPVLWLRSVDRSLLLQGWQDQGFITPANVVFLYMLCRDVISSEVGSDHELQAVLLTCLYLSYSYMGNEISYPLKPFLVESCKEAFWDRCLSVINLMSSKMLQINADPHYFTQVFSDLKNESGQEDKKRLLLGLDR
PKA-R1A act: PKA-R1A complex activation | P00514+P68181 | PKA-R1A dissociation, Cy5-IP20 fluorescence polarization; scaled: DMSO 0%, 113 µM cGMP 100% | activation, % at 11.4 µM | 0.083% of 340,000 active | AID 504707;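 active means percent activation above the mean of all tested compounds plus 3 SD, cut at about 19% in these data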;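 further: higher means more PKAc released from R1A so a rise in polarization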
dFosB act: mouse delta FosB homodimer activation | P13346 | purified delta FosB, TAMRA-CDK5 oligo fluorescence polarization; percent of positive-control signal above neutral wells | activation, % at 25 µM | 0.99% of 340,000 active | AID 493131;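 active means mean activation above about 17%, with every replicate also reaching it, limit read from the data, passing the limit was not always enough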;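 further: fluorescence polarization rise as delta FosB binds a TAMRA Cdk5 AP-1 oligo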
Active calls of the source: *; · = not tested or not shown. Compounds were not picked by outcome, and some 4.7% of all compounds hit somewhere here.

SR-BI DiI inh | PKA-R2B act | NSD2 HMT inh | PKA-R1A act | SR-BI uptake up | Pemphigus Ab inh | Mot1-301 SUMO | Arrestin-AP2 inh | dFosB act | CDK5 inh | MITF act | canonical_smiles
40.6 | -10.0 | 1.1 | 0.0 | -40.6 | 94.2 | 17.0 | -6.6 | 5.8 | -1.3 | -76.6 | CCOc1ccc(-c2nnc(SCC(=O)Nc3ccc4c(c3)c3ccccc3n4CC)n2N)cc1
-17.0 | 0.4 | 2.6 | -1.6 | 17.0 | 95.2 | -22.4 | -17.9 | -9.6 | 0.8 | -2.0 | COc1cccc(C2C(C(=O)c3cccs3)=C(O)C(=O)N2c2cc(C)on2)c1 (configuration not stated)
45.2 | 6.9 | 11.4 | 1.4 | -45.2 | 95.8 | -5.8 | -4.8 | 4.2 | -0.1 | -10.7 | O=C1C=C(Nc2ccc(Cl)cc2)CC(c2ccc(Cl)cc2)C1 (configuration not stated)
-6.7 | 6.2 | 0.9 | 2.0 | 6.7 | 104.2 | -8.6 | -1.3 | -0.8 | -2.9 | 10.1 | Cc1nnc(SCc2nc3ccccc3s2)n1-c1ccccc1
· | -7.1 | -3.7 | -9.4 | · | · | -12.0 | -3.0 | -2.9 | 0.2 | 2.9 | COc1ccc(NC(=O)CSc2nc(O)cc(=O)n2-c2ccc(OC)cc2)cc1
-1.5 | 12.0 | · | -10.6 | 1.5 | 120.1 | 94.7 | -0.5 | 0.8 | 0.8 | -7.8 | CCn1c(/N=C/c2ccccc2NS(=O)(=O)c2ccc(C)cc2)nc2ccccc21
56.9 | 11.1 | 7.5 | -9.6 | -56.9 | 103.0 | -11.7 | -1.6 | -1.1 | 1.8 | -0.7 | CCn1c(C)c(C)c2cc(C(=O)NCCCN3CCCCCC3)ccc21
-38.4 | 8.4 | -3.7 | 4.5 | 38.4 | 99.0 | -11.8 | -4.3 | 11.5 | -3.2 | 26.6 | CCCOc1ccc(C(=O)CCC(=O)OC(C)C(=O)Nc2ccc(NC(C)=O)cc2)cc1 (configuration not stated)
-23.7 | · | -0.3 | · | 23.7 | 97.7 | -15.6 | 2.8 | 6.4 | 0.9 | · | Cc1cc(C)n(CCC(=O)N/N=C/c2ccc(Cl)c([N+](=O)[O-])c2)n1
4.3 | 4.9 | 0.7 | 8.5 | -4.3 | 110.6 | -0.1 | 32.9 | -10.9 | 1.5 | 2.4 | CCCN(CC(=O)Nc1ccccc1OC)C(=O)c1cc(S(=O)(=O)NCc2ccccc2)ccc1C
4.7 | 1.9 | -3.9 | -4.9 | -4.7 | 99.1 | 168.4 | -5.5 | 0.5 | -0.3 | -0.8 | O=S(=O)(c1ccc(OCC(O)CNCc2ccco2)c(Cl)c1)N1CCOCC1 (configuration not stated)
38.2 | 6.5 | · | -2.7 | -38.2 | 102.3 | 71.6 | 4.3 | 14.8 | 0.6 | -3.9 | COc1ccc2cc(OCC(=O)NNC(=O)Nc3ccc(OC)c(OC)c3)ccc2c1
· | -1.3 | -2.1 | -0.8 | · | 99.6 | 0.7 | -2.3 | -6.2 | 1.5 | 18.9 | CC(C)(C)c1ccc(OCCNC(=O)Cc2ccc(F)cc2)cc1
-9.7 | -4.0 | -6.5 | -2.0 | 9.7 | 113.1 | -8.1 | 32.7 | 5.4 | -0.1 | 82.4* | CCOC(=O)c1nn(-c2ccc3c(c2)OCCO3)cc1O
-21.0 | -8.9 | -3.8 | -9.1 | 21.0 | 97.8 | 3.3 | -19.7 | 4.3 | 1.1 | -0.8 | COC(=O)CSC(=S)N1CCCC(C)C1 (configuration not stated)
-3.2 | -14.1 | · | -12.5 | 3.2 | 101.2 | 7.6 | -6.5 | -4.9 | -0.2 | 7.8 | Cc1ccc(C(=O)NCCSc2ccc(Cl)cc2)cc1[N+](=O)[O-]
-7.2 | -4.0 | 3.8 | 5.3 | 7.2 | 102.6 | -2.3 | 8.1 | -5.8 | 1.1 | -7.9 | CCCCN(CCCC)CP(=O)(c1ccccc1)c1ccccc1
· | -13.4 | 1.4 | 2.2 | · | 104.6 | 2.8 | 2.1 | 4.2 | -0.8 | 87.0* | COCCn1c(C)cc(C(=O)CSc2ccc3ccccc3n2)c1C
41.2 | -10.8 | · | 6.0 | -41.2 | 95.1 | 18.2 | 16.0 | -6.0 | 0.6 | · | Cc1cccc(NC(=O)CSc2nc3ccccc3nc2N2CCCCC2)c1
17.3 | 3.0 | 1.9 | -3.4 | -17.3 | 114.6 | -17.7 | 9.7 | -5.8 | 0.0 | · | CC(CCCC(C)(C)O)NC(=O)c1ccc2oc(CCc3ccccc3)nc2c1 (configuration not stated)
12.8 | -3.7 | -4.1 | -2.5 | -12.8 | · | -16.0 | 2.2 | -0.5 | 0.8 | 2.0 | CCCCn1c(N)c(N(C(=O)CSc2nnnn2-c2ccccc2)C2CCCC2)c(=O)[nH]c1=O
-9.6 | -8.8 | 1.5 | -11.1 | 9.6 | 89.3 | -4.3 | 28.4 | -6.4 | 1.4 | 4.5 | N#C/C(=C\c1ccc(OCc2ccc(C(=O)O)cc2)cc1)C(=O)NCc1ccccc1
-4.6 | 4.7 | -0.8 | -6.3 | 4.6 | 105.7 | 3.1 | 1.7 | -4.8 | -1.2 | -0.4 | Cc1ccc(C)c(S(=O)(=O)N2CCN(C(=O)c3cccnc3)CC2)c1
-5.2 | 6.0 | 11.6 | -9.0 | 5.2 | 95.1 | 15.2 | 25.5 | -2.5 | -1.0 | -3.1 | CN(CC(=O)N1CCN(c2ccccc2)CC1)C1CCCc2ccccc21 (configuration not stated)
-34.0 | -2.1 | · | -2.8 | 34.0 | · | 34.7 | 28.8 | 4.8 | · | 10.4 | CC1CN(CCc2ccccc2)c2nc3c(c(=O)n(CC(N)=O)c(=O)n3C)n2C1 (configuration not stated)

One compound at a time (already shown).
CCCOc1ccc(C(=O)CCC(=O)OC(C)C(=O)Nc2ccc(NC(C)=O)cc2)cc1 (configuration not stated) is listed as SR-BI DiI inh = -38.4; PKA-R2B act = 8.4; NSD2 HMT inh = -3.7; PKA-R1A act = 4.5; SR-BI uptake up = 38.4; Pemphigus Ab inh = 99.0; Mot1-301 SUMO = -11.8; Arrestin-AP2 inh = -4.3; dFosB act = 11.5; CDK5 inh = -3.2; MITF act = 26.6
CCn1c(/N=C/c2ccccc2NS(=O)(=O)c2ccc(C)cc2)nc2ccccc21 is listed as SR-BI DiI inh = -1.5; PKA-R2B act = 12.0; NSD2 HMT inh = ·; PKA-R1A act = -10.6; SR-BI uptake up = 1.5; Pemphigus Ab inh = 120.1; Mot1-301 SUMO = 94.7; Arrestin-AP2 inh = -0.5; dFosB act = 0.8; CDK5 inh = 0.8; MITF act = -7.8

(list continues)
SR-BI DiI inh | PKA-R2B act | NSD2 HMT inh | PKA-R1A act | SR-BI uptake up | Pemphigus Ab inh | Mot1-301 SUMO | Arrestin-AP2 inh | dFosB act | CDK5 inh | MITF act | canonical_smiles
-36.6 | -5.4 | -0.7 | -0.3 | 36.6 | · | -2.0 | -4.5 | -9.8 | -0.3 | · | CCNC(=O)C1CC(=O)N(CCCc2ccccc2)C(=Nc2ccccc2)S1 (configuration not stated)
26.1 | -8.2 | 1.3 | 3.3 | -26.1 | 105.7 | 38.5 | 0.6 | 1.6 | -0.5 | -5.2 | Cc1ccc(OCC(=O)NNC(=O)c2ccc(-n3cncn3)c([N+](=O)[O-])c2)cc1
10.1 | 6.2 | -1.7 | -4.5 | -10.1 | 111.3 | 4.4 | 21.1 | 1.4 | -3.2 | 17.3 | COc1ccc(C(=NN)c2ccc(OC)cc2)cc1
-27.5 | -0.8 | -1.4 | 5.5 | 27.5 | 101.3 | · | 15.6 | -3.3 | -3.4 | 4.2 | C/C(=N\S(=O)(=O)c1ccc(C)cc1)NC(=S)Nc1ccc(C)cc1
3.5 | -4.9 | 6.7 | 5.2 | -3.5 | 100.8 | -14.8 | 57.5* | 7.1 | -0.7 | 1.5 | CC(C)Sc1ncc(S(=O)(=O)c2ccccc2)c(=O)[nH]1
-7.9 | 90.9* | -2.3 | 102.3* | 7.9 | 90.7 | 20.3 | -1.0 | -6.4 | 1.0 | · | CCOP1(=O)OCC2OC(n3cnc4c(N)ncnc43)C(O)C2O1 (configuration not stated)
-11.5 | -0.6 | -2.1 | 0.3 | 11.5 | 92.2 | -5.8 | 10.5 | 1.7 | -0.2 | · | O=C(NN1C(=O)C2C(C1=O)C1C=CC2C12CC2)c1ccc(Cl)cc1 (configuration not stated)
31.1 | -7.9 | 0.1 | -3.9 | -31.1 | 99.5 | 38.4 | -3.5 | -7.1 | -0.2 | 0.2 | CCOc1ccc(CN(C)CC(=O)NCc2ccccc2Cl)cc1
1.2 | 8.2 | -1.6 | -4.0 | -1.2 | 119.0 | -0.8 | 7.8 | -3.1 | 0.5 | · | CC(=O)Nc1ccc(-c2nc3cc(Cl)ccc3o2)cc1
-5.3 | -1.6 | -2.3 | -0.2 | 5.3 | 102.1 | 2.6 | -1.7 | 2.5 | -0.3 | -3.7 | O=C(C1CC(=O)N(c2ccccc2F)C1)N1CCOCC1 (configuration not stated)
-9.9 | 0.5 | -0.5 | 6.0 | 9.9 | 109.2 | 22.4 | -5.1 | 4.7 | -3.4 | · | CCc1cc(C(=O)c2ccc(OC)cc2)c(NC(=O)CN2CCN(C)CC2)s1
-15.2 | -7.6 | · | -4.6 | 15.2 | 114.6 | 13.9 | 11.6 | -7.8 | 0.6 | 9.3 | CC(=O)c1cccc(CN2CCC(CO)(Cc3ccccc3)CC2)c1
-27.1 | -5.5 | · | 10.1 | 27.1 | 111.6 | 1.1 | 5.8 | -3.7 | 0.5 | -6.0 | COc1ccc(-c2nnc(SCC(=O)N3CCCCC3)o2)cc1OC

Structures listed so far that bear a hit mark in PKA-R2B act.
SR-BI DiI inh | PKA-R2B act | NSD2 HMT inh | PKA-R1A act | SR-BI uptake up | Pemphigus Ab inh | Mot1-301 SUMO | Arrestin-AP2 inh | dFosB act | CDK5 inh | MITF act | canonical_smiles
-7.9 | 90.9* | -2.3 | 102.3* | 7.9 | 90.7 | 20.3 | -1.0 | -6.4 | 1.0 | · | CCOP1(=O)OCC2OC(n3cnc4c(N)ncnc43)C(O)C2O1 (configuration not stated)

Screens: PubChem BioAssay, several laboratories
